Screening results (PubChem)
MITF primary: MITF inhibitors, primary screen, biochemical, AlphaScreen, human | Microphthalmia-associated transcription factor (Homo sapiens), O75030 | inhibition, % at 2.6 µM | actives 0.91% (n = 650,000) | AlphaScreen MITF homodimerization, bead proximity signal | AID 1259374, 2018; in the data active = inhibition above about 50%;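 also: 0% = vehicle wells with protein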
Target sequence (O75030 whole entry, looked up): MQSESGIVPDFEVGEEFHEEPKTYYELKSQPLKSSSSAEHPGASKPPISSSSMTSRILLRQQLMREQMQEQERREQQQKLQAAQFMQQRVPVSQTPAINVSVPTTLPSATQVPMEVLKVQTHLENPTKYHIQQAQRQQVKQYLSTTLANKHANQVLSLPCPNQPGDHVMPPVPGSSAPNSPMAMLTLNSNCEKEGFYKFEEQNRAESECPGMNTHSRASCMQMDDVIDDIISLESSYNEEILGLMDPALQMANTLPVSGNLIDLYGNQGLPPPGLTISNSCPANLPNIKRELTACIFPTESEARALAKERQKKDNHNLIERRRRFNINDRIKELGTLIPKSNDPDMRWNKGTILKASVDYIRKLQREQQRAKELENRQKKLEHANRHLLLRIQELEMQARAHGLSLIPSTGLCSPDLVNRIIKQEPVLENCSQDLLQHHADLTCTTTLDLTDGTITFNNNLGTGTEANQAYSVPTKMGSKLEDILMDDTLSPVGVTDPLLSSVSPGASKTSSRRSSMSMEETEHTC
GPR151 activ: activators of human GPR151, primary screen, cell-based, PathHunter beta-arrestin, luminescence; G-protein coupled receptor 151 (Homo sapiens), Q8TDV0; PathHunter beta-arrestin GPR151 cells; activation, % at 11.2 µM; actives 1% (n = 650,000); in the data active = activation above about 4.9%;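 also: 0% = median of compound wells and 100% = cells with positive control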
TEAD-YAP inh: TEAD-YAP interaction inhibition, primary screen, TEAD-YAP interaction inhibitor project, luminescence, HEK-TIYL cells. actives 1.4% (n = 640,000). TEAD-Gal4/YAP UAS-luciferase luminescence. inhibition, % at 9.12 µM; in the data active = inhibition above about 32%;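 also: 0% = median of test compound wells and 100% = reference inhibitor wells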
FBW7 act: FBW7 E3 ligase activators, primary screen, biochemical, AlphaScreen, human | actives 0.13% (n = 650,000) | F-box/WD repeat-containing protein 7 (Homo sapiens), Q969H0 | AID 1259310, 2017 | AlphaScreen FBW7–phospho-cyclin E peptide binding, activator screen | normalized activity (activation), % at 26.1 µM; in the data active = normalized activity above about 1.9%;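 also: purified mutant Fbw7 with reduced substrate affinity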
* hit, by the source's call.

SMILES	MITF primary	GPR151 activ	TEAD-YAP inh	FBW7 act
C[C@@H](OCc1ccccc1)[C@@H]1NC(=O)[C@H]2CN(Cc3ccc(CN4CCCCC4)s3)CCN2C1=O	4	0.1	4	-0.2
CC(C(=O)N1CCc2ccccc2C1)n1ncc2ccccc21 (stereo not given)	-1	4.0	-1	-0.2
CSc1ccc(-c2ccc3c(c2)CC(CNC(=O)c2ccncc2)O3)cc1 (stereo not given)	-4	0.5	11	-0.1
Cc1ccc(NC(=O)C(Cc2c[nH]c3ccccc23)NC(=O)Oc2ccccc2)cc1 (stereo not given)	0	0.8	-4	0.1
O=C1c2cccc3cccc(c23)C(=O)N1CCN1CCN(S(=O)(=O)c2ccccc2)CC1	1	1.4	-2	-0.3
CCC(=O)N(c1ccc(C)cc1)C1C=CS(=O)(=O)C1 (stereo not given)	19	-0.6	13	0.9
CS(=O)(=O)c1ccc2nc(NC(=O)c3cc(Cl)ccc3[N+](=O)[O-])sc2c1	14	2.3	40*	-0.1
C=CCn1c(SC/C=C/c2ccccc2)nnc1-c1sc(N)nc1C	4	0.6	10	0.0
Cc1ccc(C)c(Cn2c(C(=O)O)c(CNC3CCCCCC3)c3ccccc32)c1	9	-0.2	-3	0.0
Clc1cccc(NCn2cnc3ccccc32)c1	10	-0.1	-19	0.6
CC1CCN(c2ccc([N+](=O)[O-])cc2S(=O)(=O)N2CCN(C)CC2)CC1	16	-1.3	3	0.1
O=[N+]([O-])c1ccc(CN2CCN(C3CCCC3)CC2)cc1	61*	-0.6	-3	-0.1
COC(=O)c1c(NC(=O)CC2SC(N)=NC2=O)sc2c1CCC(C(C)(C)C)C2 (stereo not given)	5	0.0	8	0.1
COc1ccc(C(=O)Nc2ccc(-c3cn4ccsc4n3)cc2)c(OC)c1	-5	0.3	-15	2.0*
COCCn1c(=O)c2c(nc3n2CCN3c2ccc(OC)c(Cl)c2)n(C)c1=O	15	-0.9	7	0.6
O=C(NCc1ccccc1F)c1c(O)c2cccc3c2n(c1=O)CCC3	-4	-0.3	7	-0.1
CC(=O)Oc1cccc(C(=O)Nc2cccc(C(=O)Nc3ccccc3C(=O)O)c2)c1	10	-1.5	4	0.9
CCOC(=O)CNC(=O)C1CCCN(c2nccc(C)n2)C1 (stereo not given)	9	-0.6	-2	0.1
CCCn1c(O)c(N=NC(N)=O)c2ccccc21	-1	2.0	-10	0.5
Cc1ccc(C)c(N2CCN(C(=O)CCSCc3cccc(F)c3)CC2)c1	2	-0.9	-8	-0.1
O=C(NCc1ccc2c(c1)OCO2)C(=O)NCc1ccccc1Cl	6	0.0	9	0.2
COc1cccc(NC(=O)Cn2c3ccccc3c(=O)c3cc(OC)ccc32)c1	-10	-1.6	14	0.2
COc1cc(/C=c2/sc3nc4c(C)cc(C)cc4n3c2=O)cc(Br)c1O	20	-1.1	-5	0.1
CS(=O)(=O)Nc1ccc(C(=O)Nc2ccc(Br)c(Cl)c2)cc1	12	-1.3	-17	0.1
Cc1nc2nc(S(N)(=O)=O)nn2c(C)c1C	11	-0.3	7	0.3
COC(=O)Cc1ccc(NC(=O)CSc2ccc(C)cc2)cc1	-5	0.8	-1	-0.2
O=C(Cc1ccccc1)N1CCN(c2ccc(-c3noc(C4CC4)n3)cn2)CC1	6	1.8	9	0.5
COc1cc(/C=c2\sc3nc(-c4ccncc4)nn3c2=O)ccc1OCCC(C)C	-1	1.2	0	-0.1
OC1CCN(c2cc(-c3ccccc3F)nc(-c3ccccc3)n2)CC1	23	0.1	7	0.0
CNC(=S)N1c2ccccc2CC1C (stereo not given)	2	1.2	-5	0.0
CCOC(=O)c1sc(NC(=O)COc2ccc(OC)cc2)c(C#N)c1C	18	2.2	1	0.2
O=C(CCCN1C(=O)CCC1=O)Nc1cccc(I)c1	14	-2.2	6	0.5
COc1ccc2oc(=O)c(-c3cn4ccc(C)cc4n3)cc2c1	-18	0.6	-20	0.2
C=CCSc1nnc2c(n1)OC(c1ccccc1OCCC)N(C(C)=O)c1ccccc1-2 (stereo not given)	9	-0.4	4	0.1
Cc1cc(F)ccc1S(=O)(=O)N1CCC(C)CC1	2	3.2	11	0.0
O=C(Nc1ccc(S(=O)(=O)Nc2ncccn2)cc1)c1cncc(Br)c1	11	-0.9	2	0.6
O=C(O)c1ccc2c(c1)C(=O)N(NC(=O)c1ccccc1)C2=O	7	-1.3	-63	1.0
COc1nn(C)cc1C(=O)Nc1ccc(C(=O)N2CCN(Cc3cccnc3)CC2)cc1	14	0.2	2	-0.1
CCC(C)(C)NS(=O)(=O)c1ccc2ccccc2c1	4	0.6	6	0.0
CC(=O)Nc1ccc(S(=O)(=O)CC/C(C)=N/NC(N)=S)cc1	19	1.1	1	0.2
Cc1ccccc1OCc1ccc(-c2nc(C#N)c(N(C)C)o2)o1	4	0.0	-3	0.2
O=C(NCc1cccnc1)c1ccc(CSCc2c(F)cccc2Cl)o1	4	0.7	-2	0.3
Cc1nn(CC(=O)Nc2sc3c(c2C(N)=O)CCC(C)C3)c(C)c1[N+](=O)[O-] (stereo not given)	0	0.4	-8	0.0
O=C1CCC(=O)N1CN(C(=O)C(F)(F)F)c1ccccc1	-2	2.7	6	-0.2
Oc1c(C2=Nc3ccccc3N=C(c3ccccc3)C2)ccc2ccccc12	14	0.4	-20	0.2
CCOc1ccc(-n2c(=S)sc3c(=O)[nH]c(SCc4cc(C(C)=O)ccc4OC)nc32)cc1	23	-0.3	1	0.1
Cc1ccc(NC(=O)/C(C#N)=C\c2ccccc2O)cc1C	10	4.9	-30	0.1
CC(=O)Nc1ccccc1C(=O)C(=O)Nc1ccc(CC(=O)O)cc1	9	-1.6	-3	0.3
CCCn1c(N)c(C(=O)C(F)(F)F)c(=O)n(CC(=O)NCc2ccccc2)c1=O	-10	0.4	7	0.2
CCOc1ccc(C(=O)N/N=C(/C)c2ccc(Br)cc2)cc1	10	2.0	-7	0.1
CCCCC(=O)Nc1ccc2oc(-c3ccc(OC)cc3)nc2c1	2	-0.4	-27	0.2
CCOC(=O)c1c(NC(=O)CSc2nnc(CNC(=O)COc3ccccc3)n2-c2ccc(OCC)cc2)sc2c1CCC2	7	-1.0	-1	0.0
CCCC(=O)N1CCN(c2ccc(NC(=O)C(C)(C)C)cc2)CC1	-4	-0.2	-6	0.0
c1ccc2nc(NC3CCCC3)ccc2c1	-3	-1.7	-41	0.1
COCCNC(=O)c1cnc2sc3ccccc3n2c1=O	12	-0.4	-1	0.1
COc1cccc(-c2noc(CCCC(=O)Nc3ccccc3C)n2)c1	10	1.5	7	0.2
Cc1ccc(N2C(=O)CC(Sc3nc4c(cc3C#N)CC(c3ccccc3)CC4)C2=O)cc1 (stereo not given)	-5	0.2	4	0.0
COc1ccc(-c2nc(C(=O)NCCO)cs2)cc1	6	-2.2	1	0.1
CC(NC(=O)Nc1ccc(Cl)c(Cl)c1)C1CCCO1 (stereo not given)	17	-1.7	-49	1.9*
CC1(c2ccc(Cl)cc2)NC(=O)N(CC(=O)Nc2sc3c(c2C(N)=O)CCC3)C1=O (stereo not given)	-10	1.5	-12	-0.1

Following part.
SMILES	MITF primary	GPR151 activ	TEAD-YAP inh	FBW7 act
COc1ccc(CCN2C(=O)c3ccccc3C2=O)cc1OC	9	-0.1	1	-0.1
O=C(Nc1ccc2nccnc2c1)C(Cc1ccccc1)N1C(=O)C2C3C=CC(C3)C2C1=O (stereo not given)	-13	-1.1	8	0.2
COc1ccc(CC(C(=O)Nc2ccc(OC)cc2)C(C)C(=O)O)cc1 (stereo not given)	-25	-0.5	0	0.0
O=C(O)c1ccc(NC(=S)NC(=O)c2ccc([N+](=O)[O-])cc2Cl)cc1	10	-0.6	3	0.2
C[C@H]1CN(C(=O)c2cc(-c3cccs3)on2)[C@@H](C)CN1Cc1ccco1	10	2.7	-10	0.1
CSc1ncccc1C(=O)Nc1cc([N+](=O)[O-])ccc1C	0	-0.6	4	-0.1
Cc1cccc(C)c1OCC(=O)N/N=C/c1cc(Cl)ccc1O	-8	0.1	-8	-0.1
OC(CNC1CCCC1)COc1c(F)cc(Br)cc1F (stereo not given)	-2	-0.5	5	-0.2
O=C(O)[C@@H]1C[C@@H]1C(=O)N1CCOC12CCCCC2	2	1.2	14	0.1
CCOC(=O)c1sc(NC(=O)CSc2nnc(CNC(=O)COc3ccccc3)n2-c2cccc(C)c2)c(C(=O)OCC)c1C	-3	-0.3	-7	0.2
O=C(N[C@H]1C[C@H]2C(=O)N[C@@H](CO)C(=O)N2C1)c1cc(F)ccc1F	11	0.0	13	0.0
Cc1cc(C)cc(OCC(=O)OCCN2C(=O)c3ccccc3C2=O)c1	-2	1.8	-3	0.0
COc1ccc(CCC(=O)NNC(=S)Nc2cccc(C(C)=O)c2)cc1	13	1.4	3	0.2
CCN(c1ccccc1)c1cc(N2CCOCC2)c2nonc2c1[N+](=O)[O-]	5	1.1	0	-0.2
Cc1cnc(N2CCc3ccccc3C2)nc1Nc1ccc(N2CCOCC2)cc1	6	-2.2	0	-0.2
Cc1nc(C)c(-c2ccc(OCCNC(=O)C3(c4cccs4)CCCC3)nn2)s1	14	1.6	3	0.2
Cc1cccc(C)c1NC1=NC2(CCCCC2)N=C(N)N1	5	0.3	4	-0.1
CN1C(=O)C2C=CC1C1C(=O)N(c3ccc(Br)cc3)C(=O)C21 (stereo not given)	12	-0.5	6	0.3
Cc1cccc(NCn2c(=O)oc3cc(Cl)ccc32)n1	6	-1.0	5	0.0
CCN(CC)CCn1c2ccccc2c2cnc(N)c(C#N)c21	-3	0.6	81*	-0.1
Cc1cc(C(=O)COc2cccnc2[N+](=O)[O-])c(C)n1-c1ccc2c(c1)OCCO2	5	-0.4	-8	-0.2
COc1ccc(S(=O)(=O)OCC(F)([N+](=O)[O-])[N+](=O)[O-])cc1Br	5	-1.0	6	-0.1
O=C(O)c1ccccc1Nc1ccnc(NC2CCNCC2)c1	6	-0.4	-9	0.0

Among those listed so far, ten have fluorine:
SMILES	MITF primary	GPR151 activ	TEAD-YAP inh	FBW7 act
O=C(NCc1ccccc1F)c1c(O)c2cccc3c2n(c1=O)CCC3	-4	-0.3	7	-0.1
Cc1ccc(C)c(N2CCN(C(=O)CCSCc3cccc(F)c3)CC2)c1	2	-0.9	-8	-0.1
OC1CCN(c2cc(-c3ccccc3F)nc(-c3ccccc3)n2)CC1	23	0.1	7	0.0
Cc1cc(F)ccc1S(=O)(=O)N1CCC(C)CC1	2	3.2	11	0.0
O=C(NCc1cccnc1)c1ccc(CSCc2c(F)cccc2Cl)o1	4	0.7	-2	0.3
O=C1CCC(=O)N1CN(C(=O)C(F)(F)F)c1ccccc1	-2	2.7	6	-0.2
CCCn1c(N)c(C(=O)C(F)(F)F)c(=O)n(CC(=O)NCc2ccccc2)c1=O	-10	0.4	7	0.2
OC(CNC1CCCC1)COc1c(F)cc(Br)cc1F (stereo not given)	-2	-0.5	5	-0.2
O=C(N[C@H]1C[C@H]2C(=O)N[C@@H](CO)C(=O)N2C1)c1cc(F)ccc1F	11	0.0	13	0.0
COc1ccc(S(=O)(=O)OCC(F)([N+](=O)[O-])[N+](=O)[O-])cc1Br	5	-1.0	6	-0.1
